LDHA block = blocks human lactate dehydrogenase A | 480,000 tested, 0.15% active | purified LDHA, NADH/diaphorase-resazurin fluorescence; active compounds read low | P00338 | AID 1347041 | activity change, % (values are at about 110 or 230 µM); in the data active = activity change below about -30%; inconclusive = mostly about -25% to -30%;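 also: plate controls were DMSO wells for no effect and wells without enzyme for full effect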
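Enzyme activity of human lactate dehydrogenase 5 (2 nM; 0.06 mM NADH, 0.2 mM pyruvate, 5 min, RT) is measured via a resazurin/diaphorase fluorescence readout of residual NADH.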
RXFP1 agonist = RXFP1 (human) receptor agonism; Q9HBX9; HEK293T-RXFP1 cAMP TR-FRET, 30 min; response scale: percent of porcine relaxin response, buffer zero; Potency, µM (top dose mostly 57.5 µM), for the others: top-dose activation, actives largely listed as activators; 370,000 tested, 0.3% active; also: potency is read from the fitted curve at half-maximal effect; % is scaled to controls: 0 for no effect and ±100 for the full control effect; nearly all actives have a fitted effect of over 60% in size; many of its hits are not listed in these tables
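Agonist response is measured as cAMP accumulation in an RXFP1-transfected HEK293T line under PDE4 inhibition. Values are scaled between buffer-only and 29 nM porcine relaxin, and EC50s come from standard Hill equation fits.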
GRP78 ERSR act = ER stress response induction in glioma; U87-MG GRP78 promoter luciferase reporter, 16 h; Potency, µM, without a hit: at the top dose activation, hits mostly activators; 420,000 tested, 0.02% active; AID 602332; also: potency is read from the fitted curve at half-maximal effect; series mostly up to about 76 µM; % of control where 0% means no effect; nearly all actives have a fitted effect of over 35% in size
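Stably transfected U87-MG glioma cells carrying a GRP78-based luciferase sensor; 16 h compound incubation. Luminescence end-point read 10 min after Bright-Glo addition at room temperature.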
D2 PAM = positively modulates the human D2 dopamine receptor allosterically; 340,000 tested, 0.34% active; HEK293 T-REx D2, calcium flux, EC20 dopamine potentiation; potentiation, % at 10 µM;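 active = potentiation over 3 SD above the plate norm, cut at about 30% in these data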; also: 0% is about no effect
Target sequence (P14416 whole entry, looked up): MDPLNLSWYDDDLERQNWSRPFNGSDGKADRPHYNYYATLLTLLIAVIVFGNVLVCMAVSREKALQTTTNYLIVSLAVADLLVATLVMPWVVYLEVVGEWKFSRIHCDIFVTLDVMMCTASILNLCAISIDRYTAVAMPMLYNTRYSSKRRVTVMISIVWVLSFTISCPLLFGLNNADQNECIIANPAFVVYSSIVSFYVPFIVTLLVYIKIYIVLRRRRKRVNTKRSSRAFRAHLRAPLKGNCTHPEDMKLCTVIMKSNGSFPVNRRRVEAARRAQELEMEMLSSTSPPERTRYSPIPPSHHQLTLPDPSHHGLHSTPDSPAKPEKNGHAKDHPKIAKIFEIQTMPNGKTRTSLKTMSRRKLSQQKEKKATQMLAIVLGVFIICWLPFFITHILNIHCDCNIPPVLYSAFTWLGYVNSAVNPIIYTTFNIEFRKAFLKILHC
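Using a no-wash calcium dye in inducible, force-coupled HEK293 Trex cells expressing D2, we tracked fluorescence each second for 180 s after compound, then for 180 s after EC20 dopamine to detect augmented signalling.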
D1 antag = blocks dopamine activation of the human D1 receptor | 360,000 tested, 3.2% active | P21728 | HEK293 TREx D1 cells, calcium flux, dopamine EC80; active compounds read low | activity change, negative = inhibition, % at 10 µM; in the data active = activity change below about -30%; also: % is scaled to controls: 0 for no effect and ±100 for the full control effect
Target sequence (P21728 whole entry, looked up): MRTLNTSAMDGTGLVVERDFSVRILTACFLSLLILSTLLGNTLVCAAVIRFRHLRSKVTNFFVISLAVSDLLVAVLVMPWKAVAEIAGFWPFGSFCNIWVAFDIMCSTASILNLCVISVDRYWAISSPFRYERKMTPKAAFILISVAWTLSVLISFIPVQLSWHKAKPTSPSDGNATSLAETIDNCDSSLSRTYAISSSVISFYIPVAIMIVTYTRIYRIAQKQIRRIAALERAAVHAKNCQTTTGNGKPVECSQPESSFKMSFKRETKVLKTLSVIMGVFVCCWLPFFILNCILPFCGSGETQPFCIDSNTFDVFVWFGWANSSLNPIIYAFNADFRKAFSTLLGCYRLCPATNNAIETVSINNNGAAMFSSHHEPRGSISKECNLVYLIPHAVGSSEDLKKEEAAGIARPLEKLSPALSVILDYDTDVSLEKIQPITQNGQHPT
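Cells carrying a force-coupled, tetracycline-inducible human D1 receptor report calcium flux. Each well gets a 10 s baseline, compound with 180 s monitoring, then an EC80 dopamine stimulus with a second 180 s kinetic read.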
D1 agonist = agonists of human D1 dopamine receptor; activation, % at 2 µM; P21728; HEK293 T-REx D1 cells, calcium flux, agonist mode; 360,000 tested, 1% active; in the data active = activation above about 30%; also: 0% is about no effect
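Agonism was scored from calcium flux recorded over 180 s (1 read/s) after pintool compound addition, following a 10-cycle baseline. Cells were inducible force-coupled HEK293 TREx D1, plated overnight at 30 C and loaded with no-wash calcium dye.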
Vif-A3F inh = inhibitors of Vif-A3F interaction; AID 602313; Potency, µM (titrated, usually from 46.1 µM), for inactives: at the top dose activity, negative = active; 390,000 tested, 0.2% active; HeLa A3F-eYFP + Vif (tagged APOBEC3F with the HIV-1 protein that degrades it), YFP fluorescence increase; also: potency is read from the fitted curve at half-maximal effect; % of control where 0% means no effect; nearly all actives have a fitted effect of over 65% in size
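HeLa cells stably expressing A3F-eYFP plus Vif, plated and incubated overnight at 37 deg C, then exposed to compounds overnight at 37 deg C. Blocked degradation read as raised yellow fluorescence (Ex 488/Em 500-530).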
Vif-A3G inh = inhibitors of Vif-APOBEC3G interaction | HeLa A3G-eYFP + Vif (tagged APOBEC3G with the HIV-1 protein that degrades it), YFP fluorescence, overnight | Potency, µM (highest dose often 46.1 µM), without a hit: at the highest dose activity, negative = active, hits mostly inhibitors | 410,000 tested, 0.076% active | AID 602310;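 also: potency is read from the fitted curve at half-maximal effect; % is scaled to controls: 0 for no effect and ±100 for the full control effect; nearly all actives have a fitted effect of over 60% in size; hits raise eYFP signal because A3G escapes Vif-driven loss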
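Read-out is eYFP fluorescence (Ex 488/Em 500-530) from Vif-expressing HeLa A3G-eYFP cells; more signal means A3G escaped Vif-mediated degradation. Cells plated overnight, compound pinned in, incubated overnight at 37 deg C.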
D1 potentiator = potentiators of human D1 dopamine receptor; P21728; HEK293 TREx D1 cells, calcium flux, dopamine EC20 potentiation; potentiation, % at 10 µM; 360,000 tested, 0.036% active; AID 504651; in the data active = potentiation above about 30%; also: 0% is about no effect
The depositor's hits bear a star; & = joins results of further samples. Unless noted, calls follow the shape of the dose curve; as a rule, active = well fitted curve in the direction sought with a large enough effect; inconclusive = small, poorly fitted or top-dose-only effect, or another doubt; inactive = no such curve, though single readings can be large; an effect the other way counts as inactive or inconclusive. Only part of the results is shown; the hit share may differ from the screen's.

Screening CC(NC(=O)COC(=O)c1cc(=O)[nH]c2ccccc12)c1ccccc1 (configuration not stated) returned LDHA block -8.5, RXFP1 agonist 0.3%, GRP78 ERSR act 2.1%, D2 PAM 7.9, D1 antag 9.4, D1 agonist -0.2, Vif-A3F inh 6.5%, Vif-A3G inh 2.4% and D1 potentiator -6.5.
`COc1cccc(OC)c1C(=O)OCC(=O)NCCCc1ccccc1` gave LDHA block -4.0, RXFP1 agonist 2.9%, GRP78 ERSR act -1.5%, D2 PAM -5.1, D1 antag -2.9, D1 agonist 1.3, Vif-A3F inh 0.4%, Vif-A3G inh -1.8% and D1 potentiator 1.4.
For C/C=C\C(=O)Nc1cccc(C2=NOC3(C2)C[C@H](C(N)=O)N(C(=O)/C=C/CC)C3)c1 (some centres not stated) the results were LDHA block -2.9, RXFP1 agonist -18.5%, GRP78 ERSR act -3.7%, D2 PAM -7.9, D1 antag 10.3, D1 agonist 1.3, Vif-A3F inh 0.3%, Vif-A3G inh -1.2% and D1 potentiator -0.5.
`C=CCNC(=O)CN1CCC(O)(c2ccccc2)CC1` gave LDHA block -0.1, RXFP1 agonist 0.0%, GRP78 ERSR act -3.4%, D2 PAM -13.3, D1 antag 11.0, D1 agonist -0.1, Vif-A3F inh 1.8%, Vif-A3G inh -1.5% and D1 potentiator 0.7.
For COC(=O)C1=C(C)N(c2ccc(Cl)cc2)/C(=C/c2ccc(O)cc2)C1=O the results were LDHA block -8.5, RXFP1 agonist 0.9%, GRP78 ERSR act -1.5%, D2 PAM 4.8, D1 antag 20.3, D1 agonist 3.0, Vif-A3F inh inconclusive, Vif-A3G inh 2.2% and D1 potentiator 8.9.
For O=c1c2c3c(sc2ncn1/N=C/c1ccccc1)CCCC3 the results were LDHA block -4.4, RXFP1 agonist 3.9%, GRP78 ERSR act 0.1%, D2 PAM 4.8, D1 antag 2.1, D1 agonist 4.7, Vif-A3F inh -1.6%, Vif-A3G inh -5.8% and D1 potentiator -1.9.
CCCCc1nc(NCCO)c(C#N)c2c1CCCC2 was read as LDHA block -13.9, RXFP1 agonist -0.5%, GRP78 ERSR act -2.7%, D2 PAM -4.0, D1 antag 27.5, D1 agonist -0.3, Vif-A3F inh -0.9%, Vif-A3G inh -1.0% and D1 potentiator -0.2.
COc1cccc(C(=O)Nc2ncc3c(n2)CC(c2ccc(OC)cc2OC)CC3=O)c1 (configuration not stated) was read as LDHA block 3.2, RXFP1 agonist 5.4%, GRP78 ERSR act -6.8%, D2 PAM -12.6, D1 antag -7.1, D1 agonist 1.9, Vif-A3F inh -11.9%, Vif-A3G inh inconclusive and D1 potentiator -3.5.
O=C(O)c1ccccc1C(=O)OCc1ccccc1 was read as LDHA block -0.5, RXFP1 agonist -0.9%, GRP78 ERSR act -0.5%, D2 PAM 5.9, D1 antag 1.1, D1 agonist 1.2, Vif-A3F inh -1.1%, Vif-A3G inh 1.8% and D1 potentiator -0.8.
Cn1cccc1C(=O)Nc1nc(-c2ccccn2)cs1 was read as LDHA block 3.0, RXFP1 agonist -3.9%, GRP78 ERSR act 6.9%, D2 PAM 2.1, D1 antag -3.9, D1 agonist 1.4, Vif-A3F inh 0.3%, Vif-A3G inh -0.2% and D1 potentiator 0.1.
For COc1cccc(CN(C)C(=O)CCN(c2ccccc2)S(=O)(=O)c2ccc(C)cc2)c1OC the results were LDHA block -4.7, RXFP1 agonist 0.0%, GRP78 ERSR act -2.8%, D1 antag -4.0, D1 agonist 0.6, Vif-A3F inh -6.7%, Vif-A3G inh -0.7% and D1 potentiator -8.1.
Screening O=C(Oc1c(Br)cc([N+](=O)[O-])cc1Br)c1cccnc1 returned LDHA block -16.4, RXFP1 agonist -6.1%, GRP78 ERSR act -6.5%, D2 PAM 13.4, D1 antag -10.1, D1 agonist 12.9, Vif-A3F inh -8.1%, Vif-A3G inh -0.9% and D1 potentiator -8.1.
For Cc1cc(C)n2ncc(/C(N)=N/OC(=O)Nc3ccc(Cl)cc3)c2n1 the results were LDHA block -0.4, RXFP1 agonist 2.7%, GRP78 ERSR act 1.5%, D2 PAM 9.4, D1 antag 13.5, D1 agonist 2.8, Vif-A3F inh 10.3%, Vif-A3G inh 0.3% and D1 potentiator -4.5.
CCOC(=O)C1CCCN(Cc2ccc(OCc3ccccc3)c(OC)c2)C1 (configuration not stated) was read as LDHA block -14.5, RXFP1 agonist -1.0%, GRP78 ERSR act -2.9%, D2 PAM -19.4, D1 antag 5.5, D1 agonist 3.6, Vif-A3F inh 13.2%, Vif-A3G inh 3.0% and D1 potentiator 4.6.
`Cc1c(Cl)cccc1NC(=O)Nn1cnnc1` gave LDHA block -8.4, RXFP1 agonist -0.5%, GRP78 ERSR act -2.0%, D2 PAM -0.7, D1 antag -12.4, D1 agonist -0.2, Vif-A3F inh 3.8%, Vif-A3G inh -2.2% and D1 potentiator -1.3.
CSc1nc2ccc(Cl)cc2[nH]1 was read as LDHA block -12.3, RXFP1 agonist -0.7%, GRP78 ERSR act 3.0%, D2 PAM -10.3, D1 antag 24.6, D1 agonist -2.0, Vif-A3F inh 0.2%, Vif-A3G inh 1.5% and D1 potentiator -5.2.
CC(=O)Nc1ccc(S(=O)(=O)N2CCC(C(=O)c3ccc(Cl)cc3)CC2)cc1 was read as LDHA block -6.0, RXFP1 agonist -3.9%, GRP78 ERSR act -3.7%, D2 PAM -0.9, D1 antag -44.5*, D1 agonist 6.5, Vif-A3F inh 0.0%, Vif-A3G inh 4.3% and D1 potentiator -8.6.
For COc1ccc(C2=CC(c3ccc(N(C)C)cc3)n3nnnc3N2)cc1 (configuration not stated) the results were LDHA block 5.9, RXFP1 agonist 3.9%, GRP78 ERSR act 4.6%, D2 PAM -1.5, D1 antag -1.9, D1 agonist 11.1, Vif-A3F inh 11.2µM*, Vif-A3G inh inconclusive and D1 potentiator -5.8.
`O=C(CSc1ccc(F)cc1)Nc1nnc(-c2ccco2)o1` gave LDHA block 0.7, RXFP1 agonist -0.1%, GRP78 ERSR act -2.4%, D2 PAM 4.7, D1 antag -2.2, D1 agonist -0.1, Vif-A3F inh -30.1%, Vif-A3G inh 1.8% and D1 potentiator -7.6.
`O=C1CC(C(=O)Nc2ccc(Cl)cc2)S/C(=N\N=C\c2ccco2)N1` (configuration not stated) gave LDHA block inconclusive, RXFP1 agonist -1.5%, GRP78 ERSR act -2.8%, D2 PAM 13.1, D1 antag 2.2, D1 agonist 3.3, Vif-A3F inh 9.2%, Vif-A3G inh -2.1% and D1 potentiator -1.6.
`CCCCN(CCCC)S(=O)(=O)c1ccc(OC)c2ncccc12` gave LDHA block -1.6&-4.5, RXFP1 agonist 2.2%, GRP78 ERSR act -10.5%, D2 PAM 26.5, D1 antag 8.4, D1 agonist 4.9, Vif-A3F inh -3.9%, Vif-A3G inh -0.2% and D1 potentiator 2.2.
COc1cccc(/C=C/C(=O)NCc2ccc3c(c2)OCO3)c1 was read as LDHA block -2.5, RXFP1 agonist -0.3%, GRP78 ERSR act inconclusive, D1 antag 2.4, D1 agonist -0.5, Vif-A3F inh 2.3%, Vif-A3G inh -1.4% and D1 potentiator -9.3.
CCCN(C(=O)c1cc(Cl)nc2ccccc12)C1CCS(=O)(=O)C1 (configuration not stated) was read as LDHA block -12.8, RXFP1 agonist -1.1%, GRP78 ERSR act 4.4%, D2 PAM 5.2, D1 antag -9.7, D1 agonist 6.7, Vif-A3F inh -6.2%, Vif-A3G inh -5.6% and D1 potentiator 0.1.
Screening Brc1ccc2nc3c(n2c1)CCCC3 returned LDHA block -4.6, RXFP1 agonist 22.1%, GRP78 ERSR act 0.9%, D1 antag -6.5, D1 agonist 0.5, Vif-A3F inh 1.6%, Vif-A3G inh 1.2% and D1 potentiator -2.9.
Screening CNC[C@@H](C)NC[C@@H](Cc1ccccc1)NCCc1ccccc1 returned LDHA block -10.0, RXFP1 agonist 0.1%, GRP78 ERSR act -2.9%, D2 PAM -5.2, D1 antag -3.2, D1 agonist 4.5, Vif-A3F inh -1.6%, Vif-A3G inh 2.6% and D1 potentiator -9.2.
`O=C(CN1C(=O)NC2(CCCC2)C1=O)N1CCN(S(=O)(=O)c2ccccc2Br)CC1` gave LDHA block 1.3, RXFP1 agonist -0.1%, GRP78 ERSR act -8.5%, D2 PAM 6.0, D1 antag 4.1, D1 agonist 2.8, Vif-A3F inh 1.7%, Vif-A3G inh 4.3% and D1 potentiator -1.4.
Screening COc1ccc(-c2ccc3c(n2)sc2c(=O)[nH]c(=O)[nH]c23)cc1OC returned RXFP1 agonist 16.0%, D2 PAM 8.1, D1 antag 0.7, D1 agonist 2.8 and D1 potentiator -5.0.
Screening CSc1ncc(Cl)c(C(=O)N(Cc2ccc(C(C)C)cc2)C2CCS(=O)(=O)C2)n1 (configuration not stated) returned LDHA block -4.1, RXFP1 agonist -1.8%, GRP78 ERSR act 1.0%, D2 PAM 5.0, D1 antag -0.9, D1 agonist -0.8, Vif-A3F inh -4.5%, Vif-A3G inh 0.8% and D1 potentiator 0.6.
Screening COc1ccc(NC(=O)CCCC2CCCCC2)cc1S(=O)(=O)N1CCCCC1 returned LDHA block -2.1, RXFP1 agonist 0.9%, GRP78 ERSR act -3.2%, D2 PAM -17.3, D1 antag -16.0, D1 agonist 2.3, Vif-A3F inh -6.3%, Vif-A3G inh -0.9% and D1 potentiator -5.9.
For O=C(NC1=C(NC2CCS(=O)(=O)C2)C(=O)c2ccccc2C1=O)c1ccccc1 (configuration not stated) the results were LDHA block 13.5, RXFP1 agonist 1.8%, GRP78 ERSR act -10.8%, D2 PAM 6.1, D1 antag 14.6, D1 agonist 1.9, Vif-A3F inh 6.2%, Vif-A3G inh -10.4% and D1 potentiator -7.1.
`COc1ccc(-c2cn3c(n2)sc2cc(C(=O)NCCCN4CCCCC4)ccc23)cc1` gave LDHA block -6.4, RXFP1 agonist -0.3%, GRP78 ERSR act -3.3%, D2 PAM -1.7, D1 antag -13.3, D1 agonist 0.3, Vif-A3F inh -7.8%, Vif-A3G inh -11.0% and D1 potentiator -4.4.
